Source: PubChem BioAssay
TEAD-YAP block – TEAD-YAP interaction inhibition; 640,000 tested, 1.4% active; inhibition, % at 9.12 µM; HEK-TIYL cells, TEAD-Gal4/YAP UAS-luciferase luminescence; AID 1259422; in the data active = inhibition above about 32%;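 note: 0% = median of test compound wells and 100% = reference inhibitor wells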
GPR151 ag – human GPR151 activation | Q8TDV0 | PathHunter beta-arrestin GPR151 cells, luminescence | activation, % at 11.2 µM | 650,000 tested, 1% active | AID 1508602; in the data active = activation above about 4.9%;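 note: 0% = median of compound wells and 100% = cells with positive control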
Target sequence (Q8TDV0 whole entry, looked up): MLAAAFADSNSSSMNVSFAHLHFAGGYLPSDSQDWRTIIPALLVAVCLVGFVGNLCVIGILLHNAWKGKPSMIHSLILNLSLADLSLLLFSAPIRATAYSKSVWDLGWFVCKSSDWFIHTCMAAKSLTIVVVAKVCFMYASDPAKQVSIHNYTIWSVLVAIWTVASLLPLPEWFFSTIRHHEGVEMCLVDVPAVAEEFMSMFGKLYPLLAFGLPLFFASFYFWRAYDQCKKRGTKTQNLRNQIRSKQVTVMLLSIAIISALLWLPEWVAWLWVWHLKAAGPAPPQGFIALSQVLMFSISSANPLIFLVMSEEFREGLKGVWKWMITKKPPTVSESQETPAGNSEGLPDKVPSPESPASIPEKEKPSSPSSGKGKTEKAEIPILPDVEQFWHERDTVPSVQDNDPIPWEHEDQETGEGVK
FBW7 activator – activators of human E3 ligase FBW7. Q969H0. AlphaScreen FBW7–phospho-cyclin E peptide binding, activator screen. 650,000 tested, 0.13% active. normalized activity (activation), % at 26.1 µM; in the data active = normalized activity above about 1.9%;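 note: purified mutant Fbw7 with reduced substrate affinity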
MITF inh – human MITF inhibition, primary screen. O75030. AlphaScreen MITF homodimerization, bead proximity signal. inhibition, % at 2.6 µM. 650,000 tested, 0.91% active. AID 1259374; in the data active = inhibition above about 50%;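 note: 0% = vehicle wells with protein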
Target sequence (O75030 whole entry, looked up): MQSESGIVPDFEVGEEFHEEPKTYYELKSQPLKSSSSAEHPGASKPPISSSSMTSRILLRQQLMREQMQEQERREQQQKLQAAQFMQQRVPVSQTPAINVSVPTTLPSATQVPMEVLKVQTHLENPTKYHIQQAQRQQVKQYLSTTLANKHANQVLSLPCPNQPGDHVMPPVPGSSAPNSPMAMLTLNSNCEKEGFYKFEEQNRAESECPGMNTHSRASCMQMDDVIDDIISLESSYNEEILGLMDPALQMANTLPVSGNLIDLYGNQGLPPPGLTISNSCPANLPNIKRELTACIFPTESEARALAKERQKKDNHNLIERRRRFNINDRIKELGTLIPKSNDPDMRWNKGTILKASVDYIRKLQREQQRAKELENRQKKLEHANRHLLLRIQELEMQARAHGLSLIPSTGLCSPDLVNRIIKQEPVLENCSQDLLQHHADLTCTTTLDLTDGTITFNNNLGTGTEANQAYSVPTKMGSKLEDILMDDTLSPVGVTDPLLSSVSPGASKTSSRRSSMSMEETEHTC
* hit, by the source's call. The order is random; about 3.5% have a hit in one of these screens.

[1] O=C(NC1CC(=O)N(c2cccc(F)c2)C1)C1CCCC1 (stereo not drawn)
[2] OC1(C(F)(F)F)CC(O)(C(F)(F)F)n2nc(-c3ccccc3)cc2N1 (stereo not drawn)
[3] CN1CCCC(OC(=O)/C(C#N)=C/c2ccccc2)C1 (stereo not drawn)
[4] CCCNc1cc(C)nc(Oc2ccccc2)n1
[5] Cn1c(=NC(=O)c2ccc(S(=O)(=O)N3CCCCC3)cc2)sc2c3ccccc3ccc21
[6] Cc1cnc(Nc2ccc(-n3ccnc3)cc2)nc1NCCN1CCOCC1
assay / entry	1	2	3	4	5	6
TEAD-YAP block	4	4	3	80*	4	14
GPR151 ag	-1.0	-0.2	0.0	1.4	1.6	2.1
FBW7 activator	0.1	0.8	0.1	-0.1	0.1	-0.1
MITF inh	-6	8	4	-9	4	-4

Quoted from above, compounds 1–2
[1] O=C(NC1CC(=O)N(c2cccc(F)c2)C1)C1CCCC1 (stereo not drawn)
[2] OC1(C(F)(F)F)CC(O)(C(F)(F)F)n2nc(-c3ccccc3)cc2N1 (stereo not drawn)
assay / entry	1	2
TEAD-YAP block	4	4
GPR151 ag	-1.0	-0.2
FBW7 activator	0.1	0.8
MITF inh	-6	8

Further records follow:
[7] C=CCOC(=O)C1C(c2ccc([N+](=O)[O-])cc2)c2c([nH][nH]c2=O)CC1(C)O (stereo not drawn)
[8] CCOC(=O)NC(=O)COC(=O)C(CCSC)NC(=O)c1cccc(C)c1 (stereo not drawn)
[9] CC(NC(=O)C(=O)NCc1ccccc1Cl)C(c1cccs1)N1CCOCC1 (stereo not drawn)
[10] O=C(NCCCN1CCCC1=O)c1cc2nc(-c3ccco3)cc(C(F)(F)F)n2n1
[11] COCCNC(=O)CSc1nnc2c3cc(F)ccc3n(C)c2n1
[12] O=S(=O)(NCC1CCCO1)c1ccc(-c2ccc(S(=O)(=O)NCC3CCCO3)cc2)cc1 (stereo not drawn)
assay / entry	7	8	9	10	11	12
TEAD-YAP block	-8	-3	3	4	1	52*
GPR151 ag	-1.8	1.3	0.9	-0.5	-0.3	-1.3
FBW7 activator	0.1	0.4	-0.1	-0.2	-0.1	0.8
MITF inh	-9	-4	4	4	-8	13

[13] Cc1[nH]c2ccccc2c1/C=N/NC(=O)/C(=C/c1ccccc1O)NC(=O)c1ccccc1
[14] CCOc1ccc(C(=O)N[C@H](C(=O)Nc2cccc(F)c2)C(C)C)cc1
[15] COc1ccc(N(CC(=O)Nc2cccc(Cl)c2C)S(C)(=O)=O)cc1OC
[16] CC(C)(C)n1nc2c(c1NC(=O)c1cccc(C(F)(F)F)c1)CS(=O)C2 (stereo not drawn)
[17] COc1cc2c(cc1OC)C(C)N(C(=O)C1COc3ccccc3O1)CC2 (stereo not drawn)
[18] CCOC(=O)c1sc(=NC(=O)c2ccc(C(=O)OC)cc2)n(C)c1C
assay / entry	13	14	15	16	17	18
TEAD-YAP block	83*	-29	-7	2	-8	-34
GPR151 ag	-5.3	-1.8	-0.1	-0.8	-1.3	-1.4
FBW7 activator	0.2	-0.1	-0.1	-0.2	-0.2	0.3
MITF inh	34	-8	15	-3	-7	2

[19] CC(C)(C)NC(=O)NC(=O)COC(=O)c1ccc(C=O)cc1
[20] O=C(CN1CCCCC1)N(Cc1ccc(OC2CCOC2)cc1)Cc1ccccn1 (stereo not drawn)
[21] COc1ccc2[nH]c(C(=O)O)c(NC(C)=O)c2c1
[22] Cc1ccc(NC(=O)C/C(N)=N/OCC(=O)Nc2ccc(N=Nc3ccccc3)cc2)cc1
[23] COc1ccc(S(=O)(=O)Nc2cccc([N+](=O)[O-])c2)cc1Br
[24] CCOC(=O)c1c(NC(=O)c2cncc(Br)c2)sc(C)c1C
assay / entry	19	20	21	22	23	24
TEAD-YAP block	0	0	4	-4	2	5
GPR151 ag	-0.2	-0.2	0.6	-0.1	-0.5	1.9
FBW7 activator	0.2	-0.1	0.0	0.0	0.0	0.4
MITF inh	13	8	-5	-7	4	1

[25] N#CCn1cnc2c(cnn2-c2ccc(Cl)cc2)c1=O
[26] NC(Cc1ccccc1)C(O)(c1ccccc1)c1ccccc1 (stereo not drawn)
[27] CC1=CC2C(CC1=O)C(C)=CCC2C(C)C (stereo not drawn)
[28] COc1ccc2cc(CCNC(=O)c3ccc(C)c([N+](=O)[O-])c3)c(=O)[nH]c2c1
[29] Cc1[nH]nc(NCCO)c1[N+](=O)[O-]
[30] CCOc1ccc(C2Nc3ccccc3C(CC)(CC)O2)cc1 (stereo not drawn)
assay / entry	25	26	27	28	29	30
TEAD-YAP block	-2	4	2	-12	11	-4
GPR151 ag	-0.8	-0.2	1.8	0.3	0.7	-0.3
FBW7 activator	-0.1	0.5	0.1	-0.1	0.3	-0.1
MITF inh	10	13	-14	-2	12	8

In the list so far, two contain a cyano group:
[3] CN1CCCC(OC(=O)/C(C#N)=C/c2ccccc2)C1 (stereo not drawn)
[25] N#CCn1cnc2c(cnn2-c2ccc(Cl)cc2)c1=O
assay / entry	3	25
TEAD-YAP block	3	-2
GPR151 ag	0.0	-0.8
FBW7 activator	0.1	-0.1
MITF inh	4	10

Following part
[31] Cc1cc(C23CC4CC(CC(C4)C2)C3)ccc1NC(=O)c1ccc(Cl)cc1Cl
[32] O=C1C(CC(O)CN2CCOCC2)C(=O)N(CC(O)CN2CCOCC2)C(=O)N1CC(O)CN1CCOCC1 (stereo not drawn)
[33] O=C(Cc1n[nH]c(=O)[nH]c1=O)N/N=C/c1ccccc1Cl
[34] Cc1c(NC(=O)CN(c2ccc(C(C)C)cc2)S(=O)(=O)c2ccccc2)c(=O)n(-c2ccccc2)n1C
[35] CCCc1c(O)nc(SCCN(CC)CC)n(C(=O)c2ccccc2)c1=O
[36] COc1cc(Nc2ccnc(Nc3ccc(-n4ccnc4)cc3)n2)cc(OC)c1OC
assay / entry	31	32	33	34	35	36
TEAD-YAP block	-10	6	2	14	5	51*
GPR151 ag	0.0	0.4	-1.0	0.2	0.3	2.5
FBW7 activator	-0.3	-0.1	-0.1	0.1	0.0	0.1
MITF inh	-12	-1	-10	1	16	9

[37] CCCCCCCC1CCc2nc(-c3ccc(F)cc3)ccc2C1 (stereo not drawn)
[38] O=C(CSCc1c(F)cccc1Cl)N1CCCCC1
[39] O=C(CN1C(=O)COc2cc(S(=O)(=O)N3CCCC3)ccc21)NC1CCCCCC1
[40] CC(NCCc1cccs1)c1ccc2c(c1)CC(c1nc3ccc(-c4ccnc(N)n4)cc3[nH]1)CO2 (stereo not drawn)
[41] CNC(=O)C12CC3CCC(CC(C3)C1)C2
[42] CCc1sc(NC(=O)CS(=O)(=O)Cc2ccccc2)nc1-c1ccccc1
assay / entry	37	38	39	40	41	42
TEAD-YAP block	-8	-57	8	-2	-2	-1
GPR151 ag	-1.3	-0.4	1.3	-0.9	0.4	-1.1
FBW7 activator	0.1	0.0	0.0	-0.2	0.1	0.6
MITF inh	-6	-2	7	6	3	2

[43] COc1ccc(-c2noc(N(C)CC(=O)Nc3cccc(C)n3)n2)cc1
[44] Cc1ccc(NC(=O)C2CCCN2S(=O)(=O)c2c(C)noc2C)cc1 (stereo not drawn)
[45] CCOC(=O)C(=NC1CCS(=O)(=O)C1)NNc1cc(C(F)(F)F)ccc1Cl (stereo not drawn)
[46] Cc1cccc(Oc2nc3c(C)cccn3c(=O)c2/C=C(\C#N)C(=O)NCC2CCCO2)c1 (stereo not drawn)
[47] CCc1nc(N2CCN(C(C)=O)CC2)c2c3c(sc2n1)CC(C(C)(C)C)CC3 (stereo not drawn)
[48] COc1ccc(C2C(C(=O)NC(C)C)c3cc(OC)c(OC)cc3C(=O)N2C)cc1OC (stereo not drawn)
assay / entry	43	44	45	46	47	48
TEAD-YAP block	9	-10	-2	27	-4	-11
GPR151 ag	1.2	-0.6	1.1	-0.4	-0.4	-0.9
FBW7 activator	-0.1	0.1	-0.1	-0.1	-0.1	0.0
MITF inh	11	-14	-6	7	2	-7

[49] COC(=O)c1cc([N+](=O)[O-])c(C(=O)OC)cc1Oc1ccc(Cl)cc1
[50] O=C(c1ccc(N2CCOCC2)cc1)c1cccs1
[51] Nc1nc2n(n1)C(c1ccc(Cl)cc1)CC(=O)N2 (stereo not drawn)
[52] Cc1cc(=O)[nH]c(N/N=C/c2c(-c3ccccc3)nc3ccccn23)n1
[53] CCOC(=O)N1CCC(NC(=O)C2CC23CCN(C/C(C)=C/c2ccco2)CC3)CC1 (stereo not drawn)
[54] CS(=O)(=O)Nc1ccccc1C(=O)N1CCc2ccccc2C1
assay / entry	49	50	51	52	53	54
TEAD-YAP block	-15	23	-9	18	3	-5
GPR151 ag	6.4*	-4.1	0.8	1.8	0.0	0.3
FBW7 activator	-0.4	0.1	0.3	-0.1	0.1	-0.1
MITF inh	5	-1	-15	-4	3	7

[55] CCCCOc1ccccc1C1CC(=O)Nc2c1ccc1ccccc21 (stereo not drawn)
[56] CC(=O)C(C(C)=O)C(Sc1ccccc1)c1ccccc1 (stereo not drawn)
[57] CCOc1ccc2ccccc2c1C1C(C#N)=C(N)Oc2n[nH]c(C)c21 (stereo not drawn)
[58] COc1ccc(S(=O)(=O)NCc2ccc(C(=O)NCCN3CCOCC3)cc2)cc1
[59] CCOC(=O)c1c(C)nc(C)c(C(=O)OCC)c1-c1ccccc1
[60] CCOC(=O)C1(CC2CCCCO2)CCN(S(=O)(=O)c2ccsc2)CC1 (stereo not drawn)
assay / entry	55	56	57	58	59	60
TEAD-YAP block	4	-12	12	-9	-15	-4
GPR151 ag	2.3	-0.4	1.5	-0.7	-1.3	0.4
FBW7 activator	0.3	0.1	-0.1	0.1	-0.2	-0.1
MITF inh	29	-5	13	-6	-6	6

[61] O=C1Cc2cc(S(=O)(=O)N3CCOCC3)cc3c2N1CCC3
[62] CCNc1ccccc1C(=O)OCC(=O)c1ccc(Cl)cc1
[63] Cc1ccc(/C=C/C2=NC(=C\c3ccc(F)cc3)/C(=O)O2)cc1
[64] Cc1ccc(N2C(N)=C(C#N)C(c3ccc(C(C)(C)C)s3)C3=C2CCCC3=O)cc1 (stereo not drawn)
[65] O=C(CC1CCCC1)N1CCC[C@H](Cn2nc(-c3cccs3)ccc2=O)C1
[66] Cc1cc(S(=O)(=O)N(Cc2cccs2)Cc2ccccc2F)ccc1-n1cnnn1
assay / entry	61	62	63	64	65	66
TEAD-YAP block	5	-2	-11	-2	13	1
GPR151 ag	-0.7	-0.8	0.5	0.8	-0.6	-1.2
FBW7 activator	0.0	0.0	0.0	0.4	-0.1	0.2
MITF inh	-1	-5	5	9	9	21

[67] Cc1ccc(CN2CCc3nnc(CNC(=O)c4ccccn4)n3CC2)c(C)c1
[68] O=C(COc1ccccc1)N1CCN(c2ccc(-n3cccn3)nn2)CC1
[69] COc1ccccc1/C=c1\sc2nc(-c3ccco3)nn2c1=O
[70] CC(C)C(=O)NCC(c1ccco1)S(=O)(=O)c1ccccc1 (stereo not drawn)
[71] Cc1ccc(CN(C)C(=O)CC2C(=O)NCCN2Cc2ccc(F)c(F)c2)o1 (stereo not drawn)
[72] CC(C)=CC(=O)Nc1sc2c(c1C(N)=O)CCC(C)C2 (stereo not drawn)
assay / entry	67	68	69	70	71	72
TEAD-YAP block	8	7	4	12	3	-25
GPR151 ag	0.3	0.5	0.2	-0.5	0.5	-0.9
FBW7 activator	0.0	0.3	0.0	0.1	0.3	0.0
MITF inh	-3	13	11	-8	7	-9

[73] O=C(NCC1COc2ccccc2O1)C(=O)N1CCOCC1 (stereo not drawn)
[74] CCOc1ccc(C2NC(=O)NC(C)=C2[N+](=O)[O-])cc1OC (stereo not drawn)
[75] CCCn1c(=O)c(C(=O)NCc2ccccc2OC)c(O)c2ccccc21
[76] COc1cc([N+](=O)[O-])cc([N+](=O)[O-])c1OCC(=O)N/N=C/c1ccccc1F
[77] CCS(=O)(=O)N1Cc2ccccc2CC1C(=O)NC(C)C12CC3CC(CC(C3)C1)C2 (stereo not drawn)
[78] CCc1ccc(NC(=O)CSc2nc3cc(C(=O)OC)ccc3c(=O)n2Cc2ccc3c(c2)OCO3)cc1
assay / entry	73	74	75	76	77	78
TEAD-YAP block	2	1	2	-3	-1	5
GPR151 ag	0.1	1.0	0.0	-2.9	-2.3	0.0
FBW7 activator	-0.2	0.0	0.6	0.1	0.0	0.2
MITF inh	-9	13	17	8	10	8

[79] O=C(/C=C/c1ccccc1Cl)Nc1ccncc1
[80] c1cncc(CNc2cccc3ccccc23)c1
[81] Cc1ccc(C(=O)CSC2=C(C#N)C(c3ccco3)CC(=O)N2)c(C)c1 (stereo not drawn)
[82] Cc1cc2c(cc1S(=O)(=O)CCC(=O)NCc1cccnc1)OCC(=O)N2
[83] CCc1ccc(NC(=O)c2cc(S(=O)(=O)N3CCC(Cc4ccccc4)CC3)ccc2F)cc1
[84] O=C1CCC(CCC(=O)N2CCCC2c2ccc(F)cc2)(Cc2ccccc2)N1 (stereo not drawn)
[85] O=C1CC(NCCc2ccc(Cl)cc2)C(=O)N1CCc1ccccc1 (stereo not drawn)
[86] CC(C)(C)C(C)(O)C#Cc1ccccc1 (stereo not drawn)
[87] CCCCc1ccc(NC(=O)c2ccccc2)cc1
assay / entry	79	80	81	82	83	84	85	86	87
TEAD-YAP block	-44	2	-5	-7	0	-44	-5	83*	-12
GPR151 ag	-1.1	0.4	0.2	-0.9	2.2	0.3	0.1	-7.7	-6.2
FBW7 activator	0.1	0.0	0.1	0.2	0.0	0.1	0.2	0.1	0.1
MITF inh	2	-8	26	1	2	-4	-8	0	10
